aSyn UTR inh – 5' untranslated region of α-synuclein, MLPCN primary screen; alpha-synuclein 5'UTR reporter, inhibitor activity; inhibition, % (tested at 7.5 µM); 300,000 compounds, 0.82% hits; AID 1813; in the data active = inhibition above about 60%; inconclusive = no clear call, values can overlap the other calls;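 also: H4 neuroglioblastoma cells stably carrying SNCA 5'UTR luciferase fusion; 0% = DMSO wells and 100% = positive control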
IEC-6 cytotox – counter-screen for KLF5 inhibitors: cytotoxicity in IEC-6 cells; IEC-6 cytotoxicity, luminescence viability; inhibition, % at 5 µM; 290,000 compounds, 0.78% hits; AID 1825; in the data active = inhibition above about 22%;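 also: 0% = plate median of test compound wells and 100% = cytotoxic reference compound wells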
Platelet DG rel – modulates dense granule release in human platelets. human platelet-rich plasma, SFLLRN dense granule ATP release, luminescence. 300,000 compounds, 0.22% hits. inhibition, %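 (compounds screened at 7.5 µM in platelet-rich plasma)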;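 active = mean replicate score, as percent of positive control, at or above 50; inconclusive = mean below 50 but at least one replicate at or above 50; inactive = mean and every replicate below 50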
AI-2 QS modul – modulators of Vibrio harveyi AI-2 quorum sensing system. Vibrio harveyi JMH597 AI-2 luminescence/OD600 ratio, 9 h; active compounds read low; strain lacks LuxN and CqsS sensors; 0 = neutral-control median. activity change, % at 7.5 µM. 300,000 compounds, 0.4% hits. AID 2094; in the data active = activity change below about -75%, passing the limit was not always enough; inconclusive = no clear call, values can overlap the other calls;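 also: luminescence divided by OD600 gain over 9 h not by final OD600 alone; inactives centre near 13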
HSP90 refold inh – HSP90 refolding inhibition in rabbit reticulocyte lysate; AID 1789; inhibition, % at 5.6 µM; luciferase refolding luminescence, 3 h; 290,000 compounds, 0.91% hits;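 active = inhibition above the screen-wide mean plus 3 SD, computed separately per campaign, cut at about 16% in these data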;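 also: 0% = DMSO wells and 100% = 60 µM geldanamycin wells; inhibitors lower the luminescence because luciferase stays unfolded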
SKKanGAS inh – SKKanGAS growth inhibition | S. pyogenes SKKanGAS, kanamycin growth, BacTiter-Glo, 6 h | inhibition, % at 7.5 µM | 300,000 compounds, 1.3% hits | AID 1662;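 active = mean replicate score, as percent of positive control median, at least 50; inconclusive = mean below 50 but one replicate at or above 50; inactive = mean and every replicate below 50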;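 also: strain carries kanamycin resistance gene driven by streptokinase promoter and grows in 40 µg/ml kanamycin; loss of luminescence reflects streptokinase promoter inhibition or plain growth inhibition; 0% = median of DMSO wells and 100% = positive control at its reference dose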
HSF1 activator – increases HSF-1 driven luciferase reporter signal; NIH3T3-HGL HSF-1 luciferase reporter, MG132, 8 h; 100% = twice DMSO control signal; activation, % at 9 µM; 300,000 compounds, 1.7% hits;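 active = mean replicate activation of at least 50% with a set share of replicates each reaching 50%; inconclusive = only one of those two conditions met; inactive = mean below 50% and too few replicates reaching it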;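 also: 0% = median of the neutral control wells and 100% = twice that signal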
KLF5 inh – kruppel-like factor 5 inhibition | 290,000 compounds, 0.23% hits | inhibition, % at 5 µM | DLD-1 KLF5 promoter-luciferase reporter, luminescence;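 active = inhibition above a per-plate limit of that plate's mean compound inhibition plus 3 SD, cut at about 60% in these data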;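 also: 0% = DMSO wells and 100% = LY294002 at 200 µM; higher means less KLF5 promoter-driven luciferase light; inactives centre near -14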
HSF1 inh – HSF1 inhibition; NIH3T3-HGL HSE-luciferase, MG132-induced, luminescence 8 h; active compounds read low; activity change, negative = inhibition, % at 7.5 µM (by protocol); 300,000 compounds, 0.77% hits;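 active = more than half of replicate wells show activity change below -50%, luminescence cut by over half; inconclusive = some wells, but at most half, below -50%; inactive = no replicate well below -50%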;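 also: luciferase reports HSF-1 transcriptional activity via heat shock element; 0% = median of DMSO wells and -100% = zero luminescence signal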
HIF activator – HIF pathway transcriptional activation | U2OS HRE-luciferase reporter, luminescence; normalized: DMSO 0%, desferrioxamine 100% | activation, % at 7.5 µM (by protocol) | 300,000 compounds, 0.32% hits | AID 1910;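 active = mean activation of at least 10% of the iron chelator positive control signal, with at least half of replicates also reaching 10%; inconclusive = mean and replicate majority disagree about reaching 10%; inactive = mean and most replicates under 10%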
Active calls of the source: *; u = inconclusive; x = not tested or not shown. The order is random (roughly 6% active in at least one column).

no.	SMILES	HIF activator	IEC-6 cytotox	KLF5 inh	HSP90 refold inh	Platelet DG rel	aSyn UTR inh	SKKanGAS inh	HSF1 activator	AI-2 QS modul	HSF1 inh
1	NC(=O)CSc1cn(Cc2ccc(F)cc2)c2ccccc12	-0.1	-1	-21	1	59*	5	-6	-6	17	-3
2	Cc1ccc(N(CC(=O)NC2CCCC2)C(=O)CCC(=O)Nc2nccs2)cc1C	-0.1	2	-13	2	2	3	-5	7	8	-5
3	O=C(c1ccco1)N1CCN(Cc2cccc([N+](=O)[O-])c2)CC1	0.4	-6	-4	-2	-23	-7	-3	-13	11	-5
4	O=c1c2[nH]c3ccccc3c2ncn1Cc1ccncc1	0.1	8	13	2	5	6	-5	6	16	3
5	N#CC1=C(N)N2C(=C(C#N)C1c1cccc(Br)c1)Nc1ccccc12 (stereo not given)	3.9	8	-1	2	-8	u	19	-2	16	-2
6	Cc1cccn2cc(CCNC(=O)c3cccs3)nc12	0.2	-6	-44	-1	6	12	0	2	3	3
7	CC(=O)/C(=N\Nc1ccccc1)Oc1ccc(Br)cc1	0.0	x	x	x	1	-11	0	u	3	17
8	CC(=O)Nc1nnc(SCC(=O)c2ccc(F)cc2)s1	0.8	4	-9	2	-6	-30	-17	104*	11	92
9	Cc1cc(C)n(CCC(=O)N2CCCC(N3CCN(c4cccc(Cl)c4)CC3)C2)n1 (stereo not given)	0.3	0	-32	-1	-9	15	-2	13	-3	-2
10	CCc1cc(C(=O)N/N=C/c2ccc(OC)cc2)c2ccccc2n1	7.4	30*	49	-3	3	-38	-3	1	26	-1
11	CCN(CC)c1ccc2cc(S(=O)(=O)c3ccc(Cl)cc3)c(=O)oc2c1	x	2	-6	-3	-1	-15	5	-2	17	1
12	CCCCCCSc1ccc([C@H]2N[C@@](CC(C)C)(C(=O)OC)[C@H]3C(=O)N(C)C(=O)[C@@H]23)cc1OC	2.1	x	x	x	5	-9	29	10	17	4
13	COc1cc(OC)cc(C(=O)Nc2ccc(S(=O)(=O)Nc3ncccn3)cc2)c1	-0.4	2	-5	-1	-2	-8	1	-11	15	-6
14	Cc1ccc(S(=O)(=O)NCc2ccc(C(=O)NCCN(Cc3ccccc3)C(C)C)cc2)cc1	-0.5	6	-25	0	1	-5	13	10	7	0
15	N#CCCN(C(=O)COC(=O)Cc1ccc(Br)cc1)c1ccccc1	0.2	-1	-9	0	1	16	3	1	29	2
16	CCNC(=O)NC(=O)C(C)OC(=O)c1cccnc1SC (stereo not given)	0.4	1	-28	1	-1	23	-7	17	15	10
17	CCOc1ccc(N2CC(C(=O)Nc3cccnc3)CC2=O)cc1 (stereo not given)	-0.3	2	-13	0	5	-4	-4	-6	8	-9
18	CC(Oc1ccc(NC(=O)c2ccco2)cc1)C(=O)N1c2ccccc2CC1C (stereo not given)	-0.8	5	5	-1	0	-6	-2	13	6	2
19	O=[N+]([O-])c1cccc(-n2nnnc2CN2CCCCCC2)c1	0.4	-4	-6	-3	-1	1	-11	-8	-8	13
20	Cc1ccc(C)c(NC(=O)Cc2nc(CCl)cs2)c1	-0.4	3	-4	1	-8	-8	2	4	12	1
21	COc1cc2c(-c3ccccc3O)nc3c(c(C)nn3-c3ccccc3)c2cc1OC	0.5	1	0	2	-2	3	8	19	21	12
22	CCCNC(=O)Cn1c2ccccc2c2nc(=O)cc(C)n21	-0.1	-1	-25	1	-3	-24	-3	5	22	2
23	O=C(Nc1cc(Cl)ccc1Cl)C1CC(=O)N(c2ccccc2)C1 (stereo not given)	-0.1	4	-43	2	-4	24	-1	-7	3	-1
24	COc1ccccc1-n1cc2c([N+](=O)[O-])cc([N+](=O)[O-])cc2n1	-0.8	2	-30	2	2	-69	11	12	-9	13
25	CC(C)(C)OC(=O)NCCc1nnc(SCC(=O)Nc2cccc(Cl)c2)o1	0.0	0	-7	-1	-1	-1	6	11	18	24
26	O=C(O)c1cccc2c1/C(=N/Nc1ccc([N+](=O)[O-])cc1[N+](=O)[O-])c1ccccc1-2	0.0	2	-19	0	4	13	6	-8	3	3
27	CCc1ccc(OC(=O)CN2C(=O)c3ccccc3C2=O)cc1	-2.9	1	-15	0	-12	15	1	-18	14	-6
28	CCOc1ccc(N(CC(=O)NCCc2ccccc2)C(=O)CCC(=O)Nc2cc(C)ccn2)cc1	-0.1	-5	-21	-3	-2	-1	3	2	25	-2
29	Nc1ccc(S(=O)(=O)C(F)(F)F)cc1N	0.4	-3	-16	-1	-2	-1	4	8	15	-5
30	CCOC(=O)N1CCN(S(=O)(=O)c2ccc(C(=O)Nc3nc4c(s3)CC(C)CC4)cc2)CC1 (stereo not given)	-0.3	4	-14	3	-1	23	-1	-7	10	-4
31	Fc1cc2[nH]c(=S)[nH]c2cc1Cl	-0.1	7	-13	12	-6	u	-6	9	7	1
32	CCN(CC)CCC(c1ccc2c(c1)OCO2)c1c(OC)cc(OC)c2c(-c3ccccc3)cc(=O)oc12 (stereo not given)	-0.1	x	x	x	7	6	14	-6	-1	5
33	CCCn1c(=O)c(C(=O)Nc2ncccc2O)c(O)c2ccccc21	-0.8	-3	-5	0	-2	13	7	-23	5	0
34	CCn1c(SCC(=O)N2c3ccccc3Sc3ccccc32)nnc1-c1ccco1	x	-2	-23	2	-5	12	-9	6	17	-6
35	Cc1ccsc1/C=C1\CCC(C2CCCC2)C1=O (stereo not given)	2.9	-1	-36	0	6	-163	23	46	11	21
36	COc1cc(C)c(C(=O)Oc2cc(C)c(C(=O)O)c(O)c2C)c(O)c1C(=O)O	-0.3	x	x	x	-4	31	-2	-5	25	-3
37	COc1ccc(OC)c(Nc2cc(C)nc3ccc(C)cc23)c1	0.1	x	x	x	23	63*	-4	31	20	-4
38	O=C(O)c1cccc(NCc2ccncc2)c1	0.2	-5	-5	1	5	-1	0	-23	9	-17
39	COc1ccc(-c2n[nH]c3c2CN(C(=O)c2ccc(F)cc2)CC3)cc1	0.1	10	-10	3	9	18	-1	22	-5	-7
40	COc1ccc2nc(NC(=O)c3ccc(NC(=O)C4CCCO4)cc3)sc2c1 (stereo not given)	-7.3	-6	0	3	4	-42	8	-1	27	-5
41	CCc1ccc(S(=O)(=O)/N=C2\C=C(NS(=O)(=O)c3ccccc3)C(=O)c3ccccc32)cc1	-24	-7	8	2	-7	-2	63*	12	18	3
42	CC(=O)N[C@@H](Cc1c[nH]c2ccccc12)C(=O)NC1CCCc2ccccc21 (stereo not given in full)	-0.1	5	9	4	-17	4	0	-9	-7	0
43	O=C(CN(c1ccccc1F)S(=O)(=O)c1ccccc1)Nc1ccc2c(c1)OCCO2	-1.4	6	-8	3	-12	-11	4	-48	26	-42
44	COc1ccccc1Cn1c(C(C)C)nc2ccccc21	-0.4	-7	-16	-8	6	-10	0	0	5	-3
45	O=C(NCc1cccs1)c1noc2c1CCCC2	0.7	-1	-26	1	10	-28	-3	0	x	3
46	CN(C)CCCN1C(=O)c2oc3ccc(F)cc3c(=O)c2C1c1cccnc1 (stereo not given)	-0.2	2	-4	-5	16	7	1	-15	16	-8
47	COc1ccc2c(c1)c(C(=O)CN1CCN(c3ccccc3)CC1)c(C)n2C	-0.2	5	7	-1	-1	-13	4	-25	17	-4
48	CCOc1c(OC)cccc1C1CC(=O)Nc2cc(OC)c(OC)cc21 (stereo not given)	-0.2	4	-4	3	7	22	-2	13	10	-1
49	C/C(=N\O)c1ccccc1C(=O)O	0.2	-9	-5	-3	-12	-16	-2	32	8	5
50	Cc1nn(C)c(Oc2ccccc2)c1CCNC(=O)C(C)(C)C	-1.0	-1	-25	-5	-5	-2	-26	-11	10	4
51	COc1ccc(C2CC(c3ccccc3)=NN2C(=O)CSc2ncccn2)cc1 (stereo not given)	0.8	10	-6	-2	-6	5	4	20	5	9
52	CCN1CCN(c2nc(SC)nc3sc4c(c23)CC(C)(C)OC4)CC1	0.0	-1	4	4	-3	-20	-1	-5	7	2
53	O=[N+]([O-])c1ccccc1/C=N/N1CCN(c2ccc(Cl)cc2)CC1	0.3	-2	-51	1	-2	-33	6	7	9	4
54	Cn1nc(C(F)(F)F)c2cc(NC(=O)OCc3ccc(F)cc3)sc21	-0.4	2	-6	2	0	-20	0	4	-93*	6
55	CC(=O)N1CCC(C(=O)OCc2ccc(Cl)cc2)(c2ccccc2)CC1	1.0	5	-12	-1	5	9	-3	15	22	-3
56	Cc1cc2nc3n(c2cc1C)CC1CC(C(=O)NCCC(C)C)N(C)C31 (stereo not given)	-0.1	x	x	x	-4	-20	6	11	16	-6

Additional compounds.
no.	SMILES	HIF activator	IEC-6 cytotox	KLF5 inh	HSP90 refold inh	Platelet DG rel	aSyn UTR inh	SKKanGAS inh	HSF1 activator	AI-2 QS modul	HSF1 inh
57	Cc1ccsc1/C=N/NC(=S)NCc1ccccc1	2.2	-2	-24	-1	11	-23	0	46	4	39
58	CCCn1c(NCc2cc(C)ccc2O)nc2ccccc21	0.9	3	-4	-3	-3	-2	7	3	12	7
59	NC(=O)CSc1nnc(NC(=O)C23CC4CC(CC(C4)C2)C3)s1	2.2	-15	-46	-4	6	-31	0	13	29	5
60	COc1ccc(C2C(C(=O)N3CCCC3)c3cc(OC)c(OC)cc3C(=O)N2C)cc1OC (stereo not given)	0.1	8	17	7	8	1	0	-2	15	-2
61	CCO/N=C(/C)c1c(O)cc(-c2ccccc2)n(-c2ccccc2)c1=O	-0.1	8	-13	0	-7	4	8	7	18	-6
62	Cc1cc(C)cc(Oc2ccc(NC(=O)C3CC=CCC3C(=O)O)cc2)c1 (stereo not given)	-0.6	3	-4	0	1	35	x	-12	18	5
63	CCNc1nc(NC(C)C)nc(NS(=O)(=O)c2ccc(N)cc2)n1	0.3	3	-17	3	2	30	-1	1	3	-2
64	O=C(NCc1ccccn1)c1cccc(NS(=O)(=O)c2cccc(Cl)c2)c1	-0.5	10	13	2	-17	-17	1	-1	5	4
65	CCCn1nnnc1NCc1cc(Br)ccc1OC	0.5	-10	-38	1	-2	-2	4	4	15	-2
66	O=C(NCc1cccs1)c1cccc(Nc2nc3ccc(Br)cc3[nH]2)c1	-0.3	-5	-37	-2	-3	38	12	-11	11	4
67	COc1nc(Oc2ccc(=O)[nH]n2)nc(N2CCOCC2)n1	-0.4	2	-17	3	4	-9	6	-4	-1	-5
68	Cc1ccc(/C=C2\Sc3ccccc3C2=O)s1	2.4	-2	4	-2	7	-104	17	30	24	-2
69	CCOc1ccc(N(CC(=O)NCCSCc2ccccc2)S(C)(=O)=O)cc1	0.6	-5	-31	-2	2	7	23	27	6	5
70	COc1cc(/C=C/C(=O)OCC(=O)NCc2ccco2)cc(OC)c1OC	0.8	-2	-4	-1	-2	-1	2	-17	8	1
71	Clc1ccc(/C(Cc2nc3ccccc3[nH]2)=N\Nc2ccccc2)cc1	0.5	3	-26	-1	-3	-115	90*	11	84	8
72	COc1ccc(NC(=O)COc2nc(N(C)C)nc(N(C)C)n2)cc1	-1.0	-8	1	5	9	2	-3	-20	-4	-8

Screening data deposited in PubChem BioAssay by several laboratories.
